# CHO parental Ca – ATP-evoked calcium signal inhibitors, parental CHO, primary screen, counter-screen for OX1R antagonist project, cell-based, fluorescence, Fluo-8 calcium dye; actives 0.63% (n = 330,000); AID 463079, 2010; inhibition, % at 5.6 µM; parental CHO-K1, ATP-induced calcium, Fluo-8 fluorescence;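 active = inhibition above that plate's mean sample inhibition plus 3 SD, cut at about 26% in these data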;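 note: 0% = ATP-challenged DMSO wells and 100% = DMSO wells without ATP; some compounds past the cut are filed as inactive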
#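 test system = CHO parental line | reagent = ATP stimulus | measured by = intracellular calcium via Fluo-8 no-wash fluorescent dye | control set = ATP and no-ATP DMSO wells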
# CHO-K1 Ca antag – nonselective inhibitor or artifact in parental CHO-K1 cells; ATP-induced calcium, Fluo-8 fluorescence; inhibition, % at 3 µM; actives 0.6% (n = 360,000); AID 602250;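 active = inhibition above a per-plate cutoff, the plate's mean sample inhibition plus 3 SD, cut at about 24% in these data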;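 note: 0% = DMSO plus EC80 ATP and 100% = DMSO alone without ATP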
# CHRM1 antagonist – human M1 muscarinic receptor antagonists, primary screen, CHO-K1 cells, Fluo-8 calcium fluorescence, 1536-well; CHO-K1 hM1, ACh EC80 antagonist; Muscarinic acetylcholine receptor M1 (Homo sapiens), P11229; actives 1.3% (n = 360,000); inhibition, % at 3 µM; AID 588852, 2011;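 active = percent inhibition above its own plate's cutoff, namely the mean of that plate's compound wells plus 3 SD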;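 note: peak over basal fluorescence ratio during 140 s after agonist addition; 0% = ACh EC80 plus DMSO and 100% = DMSO alone without agonist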
# Target sequence (P11229 whole entry, looked up): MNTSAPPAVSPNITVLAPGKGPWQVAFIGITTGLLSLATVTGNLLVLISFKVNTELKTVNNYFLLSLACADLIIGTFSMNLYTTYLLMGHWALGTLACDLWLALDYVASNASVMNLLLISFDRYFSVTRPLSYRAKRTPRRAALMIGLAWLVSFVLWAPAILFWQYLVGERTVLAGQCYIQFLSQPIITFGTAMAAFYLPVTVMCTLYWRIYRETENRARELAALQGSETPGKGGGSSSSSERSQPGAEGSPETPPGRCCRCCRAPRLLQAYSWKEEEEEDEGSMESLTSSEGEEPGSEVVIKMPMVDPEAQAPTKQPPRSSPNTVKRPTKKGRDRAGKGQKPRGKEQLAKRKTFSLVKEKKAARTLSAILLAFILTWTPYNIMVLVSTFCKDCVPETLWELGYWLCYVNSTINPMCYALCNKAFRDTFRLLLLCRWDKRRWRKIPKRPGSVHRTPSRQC
# M1 ag – human M1 muscarinic receptor agonists, primary screen, Fluo-8 calcium fluorescence, CHO-K1 cells, HTS. CHO-K1 hM1, agonist mode; 0% DMSO, 100% acetylcholine EC100. AID 588814, 2011. activation, % at 3 µM. actives 0.33% (n = 360,000). Muscarinic acetylcholine receptor M1 (Homo sapiens), P11229;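 active = activation above the run's mean compound activation plus 3 SD, cut at about 16% in these data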;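 note: peak over basal fluorescence ratio within a 140 s kinetic read after compound addition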
# CHO-K1 Ca ag – counter-screen for M1 agonists: effect in parental CHO-K1 cells; activation, % at 3 µM; AID 602248, 2012; Fluo-8 calcium fluorescence; scaled to maximal ATP response, vehicle zero; actives 0.48% (n = 360,000); in the data active = activation above about 15%;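 note: untransfected CHO-K1 host cells lacking M1 receptor as counterscreen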
# TAAR1 antagonist – human TAAR1 antagonists, primary screen, Fluo-8 calcium fluorescence, CHO RD-HGA16 cells | AID 624466, 2012 | inhibition, % at 3 µM | antagonist | Trace amine-associated receptor 1 (Homo sapiens), Q96RJ0 | actives 1.5% (n = 360,000);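 active = inhibition above a per-plate cutoff, the mean inhibition of test compounds on that plate plus 3 SD, cut at about 49% in these data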;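 note: 0% = DMSO plus EC80 beta-PEA response and 100% = DMSO alone without agonist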
# Target sequence (Q96RJ0 whole entry, looked up): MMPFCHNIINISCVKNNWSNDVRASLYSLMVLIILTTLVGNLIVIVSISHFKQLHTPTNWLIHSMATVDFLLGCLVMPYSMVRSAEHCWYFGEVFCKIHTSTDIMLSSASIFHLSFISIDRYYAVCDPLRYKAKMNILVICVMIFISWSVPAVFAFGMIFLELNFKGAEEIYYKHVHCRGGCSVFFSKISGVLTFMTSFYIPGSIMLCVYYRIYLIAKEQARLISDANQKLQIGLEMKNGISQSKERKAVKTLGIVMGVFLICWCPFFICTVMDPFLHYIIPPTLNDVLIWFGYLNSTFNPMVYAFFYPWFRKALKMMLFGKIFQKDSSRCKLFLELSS
#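 Material: CHO RD-HGA16 cells bearing hTAAR1; compound dosing: one-point dosing, 3 µM nominal final; schedule: dye loading 75 min at 37 °C, then 30 min room temperature; measured by: calcium fluorescence with Fluo-8; control set: vehicle and agonist controls; replication: n of 1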
# CHRM1 PAM – human M1 muscarinic receptor positive allosteric modulators, primary screen, CHO-K1 cells, Fluo-8 calcium fluorescence, 1536-well | AID 588819, 2011 | activation, % at 3 µM | actives 0.088% (n = 360,000) | CHO-K1 hM1, ACh EC20; 0% = ACh EC20, 100% = maximal ACh | Muscarinic acetylcholine receptor M1 (Homo sapiens), P11229; in the data active = activation above about 19%, passing the limit was not always enough
# CHO-K1 Ca PAM – nonselective calcium activators in parental CHO-K1 cells, primary screen, counter-screen for M1 PAM project, cell-based, Fluo-8 calcium fluorescence, full deck, 1536-well. activation, % at 3 µM. actives 0.02% (n = 360,000). ATP EC20; 0% at ATP EC20, 100% at ATP max;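 active = activation above the run cutoff, the mean activation of all test compounds plus 3 SD, cut at about 40% in these data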;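 note: peak over basal fluorescence ratio in a 140 s read after ATP addition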
# TAAR1 agonist – human TAAR1 agonists, primary screen, Fluo-8 calcium fluorescence, CHO RD-HGA16 cells | activation, % at 3 µM | Trace amine-associated receptor 1 (Homo sapiens), Q96RJ0 | vehicle wells 0%, saturating PEA agonist 100% | actives 0.99% (n = 360,000);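 active = activation above the mean activation of all test compounds in the run plus 3 SD, cut at about 38% in these data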
#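 Test system: RD-HGA16 (CHO) cells co-expressing Gα16 and hTAAR1 | Doses: Single dose, 3 µM | Schedule: 17-24 h seeding, 75 min 37 °C dye, 30 min RT | Evaluation: % activation from peak over basal fluorescence ratio, DMSO-to-PEA scaled | Technique: Kinetic Fluo-8 calcium fluorescence | Benchmarks: Low control DMSO, high control PEA (EC100)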
# * hit, by the source's call; . = not tested or not shown. Hits appear at their usual frequency. About 4.4% of those tested had a hit in this group.
SMILES,CHO parental Ca,CHO-K1 Ca antag,CHRM1 antagonist,M1 ag,CHO-K1 Ca ag,TAAR1 antagonist,CHRM1 PAM,CHO-K1 Ca PAM,TAAR1 agonist
CCCCOc1ccc(NC(=O)C2CC=CCC2C(=O)O)cc1 (stereo unspecified),-7,0,-4,-4,-0.5,-2,6,2,1
CC(CCc1ccccc1)NC(=O)CSc1nnnn1C (stereo unspecified),-6,-11,2,-6,0.2,4,-6,8,5
COc1ccc(-c2cc3ccccc3n2CC(O)Cn2nc(C)cc2C)cc1 (stereo unspecified),-23,-13,-24,-2,0.4,-6,-3,2,1
CCC(C)(C)NC(=O)c1cc([N+](=O)[O-])ccc1N1CCOCC1,-13,-10,-7,-6,0.7,-9,5,24,0
Cc1ccc(Oc2nc(-c3ccccc3)ncc2S(C)(=O)=O)cc1,0,-5,-11,-4,0.2,-16,13,15,6
O=C1c2ccccc2C(=O)c2cc(N3CCCCC3)ccc21,.,4,10,11,15,19,-3,9,19
Cc1ccnc(NC(=O)CCC(=O)c2cc(C)sc2C)c1,-13,1,-1,-3,0.1,-4,8,-21,0
O=C(NC(=S)NCC1CCCO1)c1ccccc1[N+](=O)[O-] (stereo unspecified),0,-9,-6,-7,0.5,22,8,18,9
CCOc1ccc(CCNC(=O)COC(=O)Cc2ccc(F)cc2)cc1OCC,-17,2,-17,-1,-0.6,-37,12,-9,-1
N#Cc1ccccc1-n1c(N)c(C(=O)N2CCCC2)sc1=S,-4,-13,-4,-6,2.1,-2,8,17,10
CCOC(=O)C1(CC2CCCCO2)CCN(Cc2c(C)cc(C)cc2-n2cccn2)CC1 (stereo unspecified),-18,-10,-7,-6,2.2,-6,1,8,-3
Cc1ccc(-c2cc(C(=O)O)n(-c3ccc(S(N)(=O)=O)cc3)n2)cc1,-2,-5,-4,-4,0.5,-12,6,10,9
CN(C)/C=C1\Oc2ccc3ccccc3c2C1=O,2,1,3,-7,0.8,-3,0,18,6
O=C(NNc1cc(N2CCOCC2)nc(N2CCOCC2)n1)c1ccc([N+](=O)[O-])cc1,.,-12,-7,-4,0.7,12,6,14,1
O=C(Cc1ccc(NC(=O)C2CCCN(C(=O)C3CCCC3)C2)cc1)Nc1ccc(C(=O)N2CCOCC2)cc1 (stereo unspecified),.,-12,-18,-5,0.4,3,10,13,0
O=c1cc(-c2ccccc2)nc(Sc2ccc([N+](=O)[O-])cc2[N+](=O)[O-])[nH]1,0,-9,-16,0,0.6,-14,14,12,1
COc1ccc(SCCCn2c(=O)c3c(ncn3C)n(C)c2=O)cc1,2,-3,11,-3,4.8,-4,-5,-7,3
COCCC(=O)N1CCCC(CNS(=O)(=O)c2ccc(OC)cc2)C1 (stereo unspecified),-19,-8,-1,0,-0.3,5,7,-3,4
CN(CCCN1CCOCC1)C(=O)c1cc(COc2ccc(F)cc2F)on1,-18,-9,-16,-13,0.5,2,6,15,1
CCN(CC)CCOC(=O)c1ccc(NC(=O)CCCN2C(=O)/C(=C/c3cccs3)SC2=S)cc1,.,-3,36*,-5,0.8,12,-18,-10,17

# Entries above printed as active in CHRM1 antagonist:
molecule,CHRM1 antagonist,M1 ag,TAAR1 antagonist,CHRM1 PAM
CCN(CC)CCOC(=O)c1ccc(NC(=O)CCCN2C(=O)/C(=C/c3cccs3)SC2=S)cc1,36*,-5,12,-18

# The listing continues:
SMILES,CHO parental Ca,CHO-K1 Ca antag,CHRM1 antagonist,M1 ag,CHO-K1 Ca ag,TAAR1 antagonist,CHRM1 PAM,CHO-K1 Ca PAM,TAAR1 agonist
O=C(CNC(=O)c1ccccc1F)OCC(=O)N1CCCCC1,-4,-4,0,-4,0.3,14,-7,16,2
COc1ccc(NC2=Nc3cccc4cccc2c34)cc1,-11,-6,7,19*,3.8,8,-12,7,5
COc1cc2[nH]c(=S)n(Cc3cccs3)c(=O)c2cc1OC,10,-9,-12,-4,0.6,-6,8,14,4
COc1cc([N+](=O)[O-])cc(/C=N/NC(=O)c2cc(C)nc3ccccc23)c1O,0,-15,-17,-3,0.5,-8,9,9,-1
CN(C)CCCn1c2c(c(SCC(=O)Nc3ccc4c(c3)OCCO4)nc1=O)CCCC2,.,8,6,-10,0.1,-8,-7,-13,-1
CCc1ccc(C(=O)c2cc3ccc(O)cc3oc2=O)cc1,2,8,-6,0,0.8,-18,7,-24,0
O=S(=O)(/N=C(/c1ccccc1)N1CCOCC1)c1ccc(F)cc1F,0,-3,-10,-2,0.1,7,8,0,0
CCc1ccccc1NC(=S)N(CCCN(C)C)Cc1cc2cc3c(cc2[nH]c1=O)OCO3,-15,-13,-11,-14,0.7,7,13,21,7
CCOC(=O)c1sc(Nc2ccc(Br)cc2)nc1C,-15,-4,-24,-4,0.4,-18,13,2,6
O=C(CN1C(=O)c2ccccc2C1=O)OCC(=O)N1CCc2ccccc2C1,-8,-5,-5,-4,0.8,-7,4,18,5
O=C1c2ccccc2-c2c1cccc2C(=O)N1CCCCC1,-13,-3,5,-3,0.0,-20,4,-2,5
COc1ccc(CN2C(=O)C(CC(=O)NCc3ccco3)CC(C(=O)N(C)C)=C2C)cc1 (stereo unspecified),.,-1,-8,-5,-0.1,-7,4,9,0
COc1ccc(N2CCN(C(=O)COc3ccc(S(=O)(=O)N4CCOCC4)cc3C)CC2)cc1,-7,-15,-9,-1,4.1,0,6,15,0
C[C@@]12C(=O)N(c3cccc(Br)c3)C(=O)N1[C@H](c1ccc(Cl)cc1)[C@@H]1C(=O)N(C3CCCCC3)C(=O)[C@@H]12,-25,-20,0,-2,1.8,18,4,32,9
Cc1c(C=O)c2ccccn2c1C(=O)c1cccs1,-10,2,11,-2,0.9,-3,2,-4,6
CC(C)NS(=O)(=O)c1ccc(OCC(=O)NCc2ccccc2)cc1,6,-14,-21,-4,0.7,-3,-1,19,9
COc1ccc(C(=O)NC2CCN(C(=O)Nc3ccc(F)cc3)CC2)cc1,1,-11,20,-7,1.2,-12,-6,7,3
O=c1[nH]c(C(F)(F)F)nc2c1nc1n2CCC1,.,2,5,3,0.5,-7,2,-2,1
CCOC(=O)c1c(NS(=O)(=O)c2cccc(OC)c2)sc2c1CCC2,-16,-12,4,-2,0.4,10,3,18,55*
C=CCC1CCCC(=O)N2CC[C@H](O)C12 (stereo partly specified),-4,-6,-3,-2,0.4,4,1,14,16
O=C(N[C@@H](Cc1ccc(Br)cc1)C(=O)O)OCC1c2ccccc2-c2ccccc21,-7,-5,-1,-13,0.0,25,6,14,11
CC(C)CNC(=S)NC(=O)c1ccc([N+](=O)[O-])cc1,-9,6,6,-5,-0.4,1,-7,-11,2
Cn1c(SCC(=O)c2ccccc2)nnc1-c1ccc(O)cc1,-2,-3,-6,-5,0.7,11,11,7,1
O=C(c1ccccc1)N1CCSC1=S,-4,-6,-9,-3,0.3,-15,6,13,8
CC(=O)c1cccc(NC(=O)C(=O)c2cn(CC(=O)N3CCCCC3)c3ccccc23)c1,-18,-5,-5,-4,0.6,30,6,18,11
C/C(=N\NC(=O)CC#N)c1ccc(Oc2ccccc2)cc1,2,-13,-8,-4,0.3,9,9,18,5
N#CCCN(C(=O)COC(=O)c1ccc2c(=O)n3c(nc2c1)CCC3)c1ccc(F)cc1,-9,-8,-5,-5,0.5,-13,4,-7,2
O=C(CCl)NN1C(=O)NC(c2ccccc2)(c2ccccc2)C1=O,2,-11,-8,-13,0.5,0,4,4,-3
Cc1nc(N)ncc1C(=O)Nc1ccccc1,-11,-12,-9,-4,0.7,-9,5,4,0
O=C1c2ccccc2C(=O)N1CCCCN(C(=O)c1cc2ccccc2oc1=O)c1ccc(F)cc1F,-24,-5,5,-8,2.5,37,-3,11,11
COc1ccc(N(CC(=O)NCCSCc2ccccc2Cl)S(C)(=O)=O)cc1Cl,-19,-22,-2,-1,1.7,44,2,27,30
COc1ccc2nc(NC(=O)C(NS(=O)(=O)c3cccs3)C(C)C)sc2c1 (stereo unspecified),-1,-11,-6,-5,2.5,16,4,22,4
COc1ccc(S(=O)(=O)N2CCN(C(=O)c3cc(C)nc4ccccc34)CC2)cc1OC,-14,-7,3,-9,1.1,6,-3,-2,-1
CCCCCC1CC(CC(=O)NC(=S)Nc2ccccc2Cl)C(=O)O1 (stereo unspecified),-45,16,9,-1,-0.3,-13,0,-22,-1
COc1ccc(S(=O)(=O)N(CC(=O)N2CCN(C)CC2)c2ccccc2)cc1OC,-10,0,2,-5,0.0,-6,-1,-5,7
Cc1occc1-c1nnc(SCC(=O)Nc2nc(-c3ccccc3)cs2)o1,-4,-12,10,-4,1.2,21,-3,14,1
O=C(Nc1nc(-c2cc(F)ccc2F)cs1)c1ccccn1,4,-2,-5,-2,-0.3,-5,9,-13,2
CC12CCC(=O)N1C(C(=O)NNC(=O)c1ccccc1)CS2 (stereo unspecified),-3,-2,0,-2,0.9,-10,1,4,1
O=C(CC(C(=O)O)C1CCCO1)NCCc1ccc2c(c1)OCO2 (stereo unspecified),-7,-7,4,-1,0.5,-14,3,-1,23
CCCCCCSc1nnc(-c2cnn(-c3ccccc3)c2-n2cccc2)n1C,5,-1,-26,-4,1.8,0,-4,9,14
CC(C)(C)c1nn2cnnc2n(/N=C/c2cccc3ccccc23)c1=O,-13,-3,-13,3,0.7,30,7,20,11
CS(=O)(=O)c1ccc(Cl)c(NC(=O)c2cccc(-n3cnnn3)c2)c1,-14,-4,-8,-3,0.5,-18,5,-4,0
O=S(=O)(c1ccccc1)c1nc(-c2ccccc2)oc1N1CCCCC1,1,-18,-9,0,0.4,8,13,20,16
CC1CCN(C(=O)/C=C/c2ccc(C(C)(C)C)cc2)CC1,4,-8,-2,-7,14,-8,0,18,2

# Sorted by length of the SMILES (lowest first): three of the compounds above.
SMILES,CHO parental Ca,CHO-K1 Ca antag,CHRM1 antagonist,M1 ag,CHO-K1 Ca ag,TAAR1 antagonist,CHRM1 PAM,CHO-K1 Ca PAM,TAAR1 agonist
CC1CCN(C(=O)/C=C/c2ccc(C(C)(C)C)cc2)CC1,4,-8,-2,-7,14,-8,0,18,2
CCCCCCSc1nnc(-c2cnn(-c3ccccc3)c2-n2cccc2)n1C,5,-1,-26,-4,1.8,0,-4,9,14
CS(=O)(=O)c1ccc(Cl)c(NC(=O)c2cccc(-n3cnnn3)c2)c1,-14,-4,-8,-3,0.5,-18,5,-4,0

# Bioassay records: PubChem, The Scripps Research Institute Molecular Screening Center
